GLS inh: qHTS for Inhibitors of Glutaminase (GLS); Glutaminase kidney isoform, mitochondrial (Homo sapiens), O94925; 410,000 compounds, 0.21% hits; GLS enzymatic activity, qHTS titration; AID 624170, 2012; Potency, µM (doses to about 45.5 µM), for inactives: at the top dose activity change, negative = inhibition, usual class: inhibitors; note: potency is the fitted concentration of half-maximal effect; % is set by controls: 0 for no effect and ±100 for the full control effect
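hKGA in 45 mM KH2PO4 (pH 8.2), 0.02% Tween-20 with compound, then 1mM L-Glutamine (stock as added) plus glutamate oxidase/HRP/Amplex red coupling mix. Fluorescence read initially and after 30 min at RT; signal change reflects glutamate formation.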
USP1 inh: Inhibitors of USP1/UAF1: Primary Screen | recombinant USP1/UAF1, Ub-Rhodamine cleavage fluorescence | Potency, µM (doses to about 57.1 µM), for the others: at the top dose activity change, negative = inhibition, actives largely listed as inhibitors | 390,000 compounds, 0.23% hits; note: potency is the fitted concentration of half-maximal effect; % is set by controls: 0 for no effect and ±100 for the full control effect; nearly all actives have a fitted effect of over 60% in size; inactives centre near -12
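USP1/UAF1 complex at 1 nM was preincubated with compound for 15 min at room temperature, then Ub-Rho substrate (150nM final) was added. Fluorescence (480/540 nm) was read kinetically, 6 reads every 60 seconds.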
Pin1 inhibitor: qHTS Assay to Find Inhibitors of Pin1. Peptidyl-prolyl cis-trans isomerase NIMA-interacting 1 (Homo sapiens), Q13526. Pin1 FP peptide displacement, HiFluor488, 10 min. Potency, µM (series often up to 115 µM), inactives show at the highest dose activity, negative = inhibition, actives largely listed as inhibitors. 390,000 compounds, 0.009% hits. AID 504891, 2011; active = well fitted inhibition curve with a large enough effect in the polarisation, with a control signal flat, not every such curve was filed as active; inconclusive = small, poorly fitted or top-dose-only effect, or effect the other way, or a change in a side signal; inactive = no such curve, though single readings can be large or run the other way; the % refers to the polarisation; note: potency is the fitted concentration of half-maximal effect; % is set by controls: 0 for no effect and ±100 for the full control effect
TrxR1 substrate: qHTS Assay for Substrates of Mammalian Selenoprotein Thioredoxin Reductase 1 (TrxR1): qHTS. AID 588456, 2011. purified TrxR1 substrate turnover, NADPH consumption readout. Thioredoxin reductase 1, cytoplasmic (Rattus norvegicus), O89049. 390,000 compounds, 0.01% hits. Potency, µM (doses to about 114 µM), inactives show at the top dose activity change, negative = substrate turnover; note: potency is the fitted concentration of half-maximal effect; % is set by controls: 0 for no effect and ±100 for the full control effect; nearly all actives have a fitted effect of over 50% in size
Target sequence (O89049 whole entry, looked up): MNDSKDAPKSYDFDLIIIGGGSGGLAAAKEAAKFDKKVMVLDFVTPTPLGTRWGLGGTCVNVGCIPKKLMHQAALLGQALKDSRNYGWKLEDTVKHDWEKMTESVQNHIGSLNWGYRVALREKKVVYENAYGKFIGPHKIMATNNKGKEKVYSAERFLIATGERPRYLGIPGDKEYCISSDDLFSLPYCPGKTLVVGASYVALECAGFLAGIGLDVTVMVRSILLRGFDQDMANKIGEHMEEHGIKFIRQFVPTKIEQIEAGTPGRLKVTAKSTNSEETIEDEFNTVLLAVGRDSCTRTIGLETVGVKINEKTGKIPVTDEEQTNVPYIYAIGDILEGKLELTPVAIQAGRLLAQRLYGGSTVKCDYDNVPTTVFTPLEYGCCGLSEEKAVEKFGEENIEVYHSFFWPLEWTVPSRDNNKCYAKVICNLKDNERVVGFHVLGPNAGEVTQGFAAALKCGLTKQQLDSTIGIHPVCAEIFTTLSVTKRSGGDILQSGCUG
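Rat TrxR1, dispensed at 90 nM, was prereduced with 400 uM NADPH (final) for 5 min at ~22 deg C, then incubated with compound 15 min before 400 uM selenite. A first-read NADPH fluorescence drop versus no-compound background flagged substrates.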
IDH1 R132H inh: qHTS for Inhibitors of mutant isocitrate dehydrogenase 1 (IDH1): qHTS; Isocitrate dehydrogenase [NADP] cytoplasmic (Homo sapiens), O75874; IDH1-R132H enzyme, NADPH consumption, diaphorase/resazurin fluorescence; Potency, µM (highest dose often 76.6 µM), inactives show at the highest dose activity change, negative = inhibition, hits mostly inhibitors; 390,000 compounds, 0.093% hits; AID 602179, 2012; note: potency is the fitted concentration of half-maximal effect; % is set by controls: 0 for no effect and ±100 for the full control effect; nearly all actives have a fitted effect of over 65% in size
Target sequence (O75874 whole entry R132H, stated change not applied): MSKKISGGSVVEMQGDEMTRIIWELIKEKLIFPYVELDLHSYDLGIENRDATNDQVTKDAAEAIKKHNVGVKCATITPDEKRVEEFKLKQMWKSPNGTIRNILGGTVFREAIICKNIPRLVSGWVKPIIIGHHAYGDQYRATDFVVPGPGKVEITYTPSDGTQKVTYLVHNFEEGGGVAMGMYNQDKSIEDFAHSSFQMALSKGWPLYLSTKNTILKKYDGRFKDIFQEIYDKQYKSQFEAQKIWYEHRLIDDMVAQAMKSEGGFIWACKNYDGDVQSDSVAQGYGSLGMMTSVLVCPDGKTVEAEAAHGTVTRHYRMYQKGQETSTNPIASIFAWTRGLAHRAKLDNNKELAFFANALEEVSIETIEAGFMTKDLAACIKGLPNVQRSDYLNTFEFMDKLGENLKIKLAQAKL
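IDH1-R132H (0.5 ug/mL dispensed) in pH 7.5 Tris buffer was preincubated 30 min with compound, then given a substrate mix of 0.016 mM NADPH and 2 mM alpha-KG for 80 min at room temperature; remaining NADPH was read by diaphorase/resazurin fluorescence.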
HP1b chromo inh: HTS for Inhibitors of HP1-beta Chromodomain Interactions with Methylated Histone Tails. AID 540317, 2011. 390,000 compounds, 0.56% hits. AlphaScreen HP1-beta / biotin-H3K9me3 peptide binding. Potency, µM (series often up to 114 µM), inactives show top-dose activity change, negative = inhibition, most hits filed as inhibitors; note: potency is the fitted concentration of half-maximal effect; nearly all actives have a fitted effect of over 70% in size; inactives centre near 23
Target sequence (P83916 whole entry, looked up): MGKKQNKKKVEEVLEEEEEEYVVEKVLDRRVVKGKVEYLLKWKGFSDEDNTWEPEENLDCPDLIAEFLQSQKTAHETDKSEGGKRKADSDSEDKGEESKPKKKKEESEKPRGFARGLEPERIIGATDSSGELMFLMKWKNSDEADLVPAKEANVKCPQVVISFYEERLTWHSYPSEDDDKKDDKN
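HP1-beta protein (50 nM final) preincubated 30 min at room temperature with biotinylated H3(1-18)K9me3 peptide (50 nM) in PBS pH 7.4, 0.01% Tween-20, then compound added for 30 min. AlphaScreen streptavidin donor/nickel chelate acceptor beads (10 ug/mL final), 30 min dark, luminescence read.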
PI4K2A block: qHTS for small molecular inhibitors of PI4K2A; purified PI4K2A, ADP-Glo luminescence, 1 h; stronger effect = lower value; activity change, negative = inhibition, % at 76.9 µM; 420,000 compounds, 0.13% hits; AID 1346378, 2018; in the data active = activity change below about -50%; inconclusive = mostly about -30% to -49%;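 note: -100% = wells without enzyme as full effect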
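ADP-Glo luminescence measured ADP generated by PI4K2A enzyme (4 ug/mL before mixing) with 1.2 mM PI substrate (pre-mix) and 300 microM ATP (pre-mix). Tris pH7.5 buffer with MgCl2, Triton X-100; 1 h reaction at ambient temperature.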
Tb PGK inh: qHTS Assay to Find Inhibitors of Phosphoglycerate Kinase; Phosphoglycerate kinase, glycosomal (Trypanosoma brucei brucei), P07378; PGK/GAPDH coupled, Kinase-Glo luminescence, 60 min; Potency, µM (titrated, usually from 57.5 µM), for the others: at the highest dose activity change, negative = inhibition, most hits filed as inhibitors; 380,000 compounds, 0.043% hits; note: potency is the fitted concentration of half-maximal effect; % is set by controls: 0 for no effect and ±100 for the full control effect; nearly all actives have a fitted effect of over 60% in size
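Recombinant glycosomal PGK reaction used 1,3-bisphosphoglycerate generated in-well by GAPDH (100nM final) in 100mM TEA pH 7.6, 5mM MgCl2, 0.01% Tween-20. After 60 minutes at room temperature, ATP was read by Kinase-Glo Plus luminescence end-point.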
TrxR1 inh: qHTS Assay for Inhibitors of Mammalian Selenoprotein Thioredoxin Reductase 1 (TrxR1): qHTS; Potency, µM (doses to about 114 µM), for the others: top-dose activity change, negative = inhibition, most hits filed as inhibitors; AID 588453, 2011; Thioredoxin reductase 1, cytoplasmic (Rattus norvegicus), O89049; 390,000 compounds, 1% hits; recombinant rTrxR1, NADPH fluorescence consumption, selenite substrate; note: potency is the fitted concentration of half-maximal effect; % is set by controls: 0 for no effect and ±100 for the full control effect; nearly all actives have a fitted effect of over 65% in size
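Rat TrxR1 (90 nM in the dispensed reagent) was pre-reduced with 400 uM NADPH for 5 min at room temperature, then incubated with compound for 15 min. After 400 uM selenite was added, NADPH fluorescence (Ex 340/Em 450 nm) was followed for 8 min.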
* marks the source's active call; other numbers are inactive results; i = inactive; ? = inconclusive; · = not tested or not shown; & = joins results of further samples; [ ] = dose if it differs, or a comment. Unless noted, calls come from the whole dose curve; as a rule, active = well fitted curve in the direction sought with a large enough effect; inconclusive = small, poorly fitted or top-dose-only effect, or another doubt; inactive = no such curve, though single readings can be large; an effect the other way counts as inactive or inconclusive. Only part of the results is shown; the hit share may differ from the screen's.

SMILES	GLS inh	USP1 inh	Pin1 inhibitor	TrxR1 substrate	IDH1 R132H inh	HP1b chromo inh	PI4K2A block	Tb PGK inh	TrxR1 inh
COc1ccc(C2C(C#N)=C(N)Oc3n[nH]c(-c4ccccn4)c32)c(OC)c1OC (centres undefined)	17%	-12%	3%	9%	0%	49%[activator]	8	-2%	8%
Cc1sc(NC(=O)CN2CCCC2)nc1-c1ccc2c(c1)CCN2C(=O)c1cccc(F)c1	-1%	-15%	-2%	-4%	-4%	-10%	-2	-2%	7%
O=C(Nc1ccccc1)Nc1ccc(-n2ccc(C(F)(F)F)n2)cc1	3%	-21%	0%	-8%	-10%	37%	4	-4%	-11%
CCN(CC(=O)Nc1cccc(F)c1)CC(=O)Nc1ccc2c(c1)OCCO2	3%	4%	·	·	3%	·	-2	0%	·
COc1ccc(NC(=O)N2CCCc3ccccc32)cc1OC	10%	-23%	-4%	11%	7%	11%	3	-6%	26%
CCOC(=O)N1CCC(=NNc2nc3ccccc3s2)CC1	3%	-2%	-10%	0%[57.1 µM]	-1%	53%[activator]	-7	4%	9%[57.1 µM]
COc1nc(NCc2cccnc2)nc(NC2CCCCC2)n1	2%	-25%	1%	7%	0%	15%	-3	-4%	26%
COc1cccc(CN(C(=O)c2ccccc2Br)C2CCS(=O)(=O)C2)c1 (centres undefined)	-2%	-22%	6%	1%	2%	24%	-4	-3%	10%
CN(CCc1cn[nH]c1)C(=O)CC1C(=O)NCCN1Cc1ccccc1C(F)(F)F (centres undefined)	0%	-6%	4%	1%	-20%	42%[activator]	-9	3%	-22%
O=C(CN1CCN(C(=O)c2ccco2)CC1)Nc1ccccc1	-11%	-21%	3%	7%	-8%	14%	4	6%	19%
Cc1cc(O)c2c(-c3ccccc3)cc(=O)oc2c1	25%	-15%	1%	2%	3%	38%	-2	-5%	6%
CCN(CC)S(=O)(=O)c1ccc(/C=C/C(=O)Nc2cccc(F)c2)cc1	4%	-8%	2%	-1%	6%	19%	-2	8%	10%
COC(=O)C1C(=O)/C(=C(/C)N2CCCC2)C(=O)CC1(C)C (centres undefined)	2%	-13%	-2%	-6%	-4%	9%	-10	-8%	-9%
CCCn1cc(S(=O)(=O)CC(=O)Nc2ccc(OC)cc2OC)c2ccccc21	18%	-6%	-6%	6%	5%	16%	-1	3%	1%
C[C@H]1CN([C@@H](C)CO)C(=O)CCCn2nncc2CO[C@H]1CN(C)S(=O)(=O)c1ccc(F)cc1	1%	-30%	·	·	6%	·	1	-7%	·
CCOc1ccc2ccccc2c1CNc1nnnn1C	4%	-14%	1%	-5%	-10%	24%	-3	0%	-8%
COc1cccc(NC(=S)N(CCCN2CCC(C)CC2)Cc2cccs2)c1	10%	-9%	1%	2%[57.1 µM]	29%	1%	1	-29%	2%[57.1 µM]
Nn1c(SCc2ccccc2)nnc1-c1ccco1	-3%	-30%	-6%	4%	7%	97%[activator]	2	i	-8%
NS(=O)(=O)c1ccc(NC(=S)NCc2ccco2)cc1	88%[activator]	-21%	-10%	-2%	1%	?	4	-5%	-13%[57.1 µM]
CCOC(=O)Cc1cc(=O)n2[nH]c(C)c(-c3ccccc3OC)c2n1	0%	-27%	8%	6%[57.1 µM]	-3%	19%	3	-3%	15%[57.1 µM]
COc1ccc(CN(CC(=O)NC2CCCC2)C(=O)c2csnn2)cc1	-6%	-10%	0%	3%[57.1 µM]	3%	-15%	-2	-8%	11%[57.1 µM]
NC(=O)NC(=O)C[n+]1cccc(/C=N/O)c1	1%	2%	-5%	7%[57.1 µM]	0%	17%	0	-5%	18%[57.1 µM]
C=CCn1c2ccccc2c2nnc(SCC(=O)O)nc21	12%	?	4%	1%[57.1 µM]	1%	5%	-7	8%	-5%[57.1 µM]
CC(C)C[C@H](CO)N(Cc1ccccc1)S(=O)(=O)N(Cc1ccccc1)[C@@H](CO)CC(C)C	0%	-13%	?	-8%&-12%	-6%	21%	0	-2%	13%&18%
O=C(Nc1ccccc1)C1=C(N2CCOCC2)/C(=C/c2cccnc2)CC1	0%	-7%	3%	-9%	-3%	15%	-3	i	-17%
SMILES	GLS inh	USP1 inh	Pin1 inhibitor	TrxR1 substrate	IDH1 R132H inh	HP1b chromo inh	PI4K2A block	Tb PGK inh	TrxR1 inh
COc1ccc(N2CCN(C(=O)C3CC(=O)N(c4ccc(C)cc4)C3)CC2)cc1 (centres undefined)	12%	-16%	-3%	-8%[57.1 µM]	-2%	24%	6	-3%	-11%[57.1 µM]
CC(=O)N1CN(Cc2ccccn2)Cc2c1sc1c2CCCC1	13%	-17%	-6%	-2%	7%	28%	-3	-2%	50µM*
C=C(C)c1cccc(C(C)(C)NC(=O)NC2CCN(Cc3ccccc3)CC2)c1	-1%	-1%	-12%	3%	4%	25%	-2	·	27%
N#C/C(=C\c1ccc(O)cc1)C(=O)NCC1CCCO1 (centres undefined)	4%	-21%	2%	-6%[57.1 µM]	-9%	21%	-4	4%	6%[57.1 µM]
N#Cc1ccccc1S(=O)(=O)N1CCN(C(=O)c2cc3c(s2)CCC3)CC1	-17%	9%	?	3%	-5%	-17%	-7	?	19%
COc1ccc(CCNC(=O)CCCCCNc2nc(=S)[nH]c3ccccc23)cc1OC	-4%	-8%	0%	6%[57.1 µM]	4%	46%[activator]	-2	-3%	-15%[57.1 µM]
Cc1ccccc1-n1c(/C=C/c2c(C)n(C)c3ccccc23)nc2ccccc2c1=O	-5%	88%[activator]	21%	-10%	7%	20%	-1	i	-2%
CCN(C[C@H]1N[C@@](C)(C(=O)OC)[C@H]2C(=O)N(C)C(=O)[C@@H]12)S(=O)(=O)c1ccc(-c2ccccc2)cc1	-20%	-30%	-10%	8%	16%	59%[activator]	-7	-7%	23%
C/C(CC(=O)Nc1cccc(Cl)c1Cl)=N\NC(=O)C(=O)NC1CCCCC1	4%	-4%	?	7%[57.1 µM]	-2%	16%	2	1%	-20%[57.1 µM]
COc1ccccc1N1CCN(S(=O)(=O)c2c(C)ccc3nsnc23)CC1	4%	-10%	-7%	1%[57.1 µM]	0%	-11%	-2	i	3%[57.1 µM]
Cc1ccc(Sc2cnc(N)nc2C)cc1	0%	-1%	-3%	-23%[11.4 µM]	9%	-21%	4	i	16%[11.4 µM]
Cc1c(C(=O)NCc2ccc3c(c2)OCO3)cccc1[N+](=O)[O-]	-10%	-20%	0%	-34%	0%	26%[57 µM]	-2	i	-22%
CCOC(=O)/C(=C/c1c[nH]c2ccccc12)NC(C)=O	23%	-19%	5%	-18%	16%	?	1	-12%	-17%
COc1cc(C=C2C(=O)OC(C)(C)OC2=O)ccc1OCC(=O)Nc1ccccc1	-4%	-22%	-4%	0%	-1%	51%[activator]	3	0%	-1%
CN(C)S(=O)(=O)Oc1cccc(C(=O)Nc2ccc(Cl)cc2)c1	-8%	?	-1%	1%	2%	46%[activator]	2	-5%	18%
Cc1cc(-n2cccn2)ccc1CN1CCN(C2CCCC2)C(CCO)C1 (centres undefined)	-3%	-20%	-8%	-1%	3%	37%	1	-12%	7%
Cc1noc2ncnc(Oc3ccc(F)cc3)c12	9%	3%	-2%	6%	-1%	24%	2	8%	11%
NCC(=O)NCC(=O)NC1(C(=O)O)CCCC1	-3%	-19%	4%	-10%[11.4 µM]	8%	38%	-4	-1%	1%
Cc1noc(C)c1NC(=O)Nc1cccc2c1O[C@H](CN(C)C(=O)NC1CCCCC1)[C@@H](C)CN([C@H](C)CO)C2=O	-1%	-19%	2%	11%[57.1 µM]	1%	34%	1	-10%	13%[57.1 µM]
Cc1ccc(Cl)cc1NC(=O)C1C2CCC(O2)C1C(=O)O (centres undefined)	-11%	-12%	-6%	-5%	2%	30%	6	i	14%
O=C(COc1ccc(C(=O)NCc2cccnc2)cc1)Nc1cccc(C(F)(F)F)c1	2%	-22%	-9%	9%[57.1 µM]	-3%	12%	7	1%	16%[57.1 µM]

Sorted by value in Pin1 inhibitor (descending): three of the compounds above.
SMILES	GLS inh	USP1 inh	Pin1 inhibitor	TrxR1 substrate	IDH1 R132H inh	HP1b chromo inh	PI4K2A block	Tb PGK inh	TrxR1 inh
Cc1noc(C)c1NC(=O)Nc1cccc2c1O[C@H](CN(C)C(=O)NC1CCCCC1)[C@@H](C)CN([C@H](C)CO)C2=O	-1%	-19%	2%	11%[57.1 µM]	1%	34%	1	-10%	13%[57.1 µM]
Cc1noc2ncnc(Oc3ccc(F)cc3)c12	9%	3%	-2%	6%	-1%	24%	2	8%	11%
CC(=O)N1CN(Cc2ccccn2)Cc2c1sc1c2CCCC1	13%	-17%	-6%	-2%	7%	28%	-3	-2%	50µM*
